# Screening results from PubChem BioAssay.
# TbHK1 inh: Trypanosoma brucei hexokinase 1 inhibitors, primary screen, biochemical, G6PDH-coupled NADH absorbance, MLSCN library. AID 1430, 2008. hexokinase 1 [Trypanosoma brucei]. inhibition, % at 10 µM. recombinant TbHK1, G6PDH-coupled NADH A340. actives 0.11% (n = 220,000);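 active = inhibition of 50% or more in the single-dose primary screen; inactive = inhibition below 50%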
# RBBP9 inhibitor: human RBBP9 inhibitors, primary screen, biochemical, fluorescence polarization, FP-Rh probe, HTS. Serine hydrolase RBBP9 (Homo sapiens), O75884. inhibition, % at 7.94 µM. actives 0.2% (n = 220,000). AID 1515, 2009. recombinant RBBP9;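 active = inhibition above the campaign mean of all tested compounds plus 3 SD, cut at about 14% in these data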;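 note: plate controls were DMSO wells with RBBP9 for no effect and wells lacking RBBP9 protein for full effect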
# Target sequence (O75884 whole entry, looked up): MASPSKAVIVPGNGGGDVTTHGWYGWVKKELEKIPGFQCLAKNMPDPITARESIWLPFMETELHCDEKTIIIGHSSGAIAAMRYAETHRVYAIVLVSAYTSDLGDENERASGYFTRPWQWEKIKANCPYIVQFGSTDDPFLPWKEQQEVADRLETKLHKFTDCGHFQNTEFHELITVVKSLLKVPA
#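 Measured by: FP readout at 525/598 nm; material: recombinant human RBBP9; also added: Serine-hydrolase probe FP-Rh, 375 nM pre-mixing; medium: Tris buffer pH 8.0, NaCl, Pluronic; replication: one well per compound; doses: one concentration, 7.94 µM nominal, 0.794% DMSO; timing: preincubation 30 min plus labeling 45 min at 25 °C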
# NCF1 inh: p47phox/p22phox peptide binding inhibitors, primary screen, biochemical, uHTS, NADPH oxidase regulatory subunit | fluorescence polarization, 2 h | inhibition, % at 24.7 µM | actives 0.53% (n = 220,000) | AID 1274, 2008;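 active = inhibition above about 30%, limit read from the data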;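 note: 0% = p47phox with labelled peptide and 100% = labelled peptide alone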
# Target sequence (P14598 whole entry, looked up): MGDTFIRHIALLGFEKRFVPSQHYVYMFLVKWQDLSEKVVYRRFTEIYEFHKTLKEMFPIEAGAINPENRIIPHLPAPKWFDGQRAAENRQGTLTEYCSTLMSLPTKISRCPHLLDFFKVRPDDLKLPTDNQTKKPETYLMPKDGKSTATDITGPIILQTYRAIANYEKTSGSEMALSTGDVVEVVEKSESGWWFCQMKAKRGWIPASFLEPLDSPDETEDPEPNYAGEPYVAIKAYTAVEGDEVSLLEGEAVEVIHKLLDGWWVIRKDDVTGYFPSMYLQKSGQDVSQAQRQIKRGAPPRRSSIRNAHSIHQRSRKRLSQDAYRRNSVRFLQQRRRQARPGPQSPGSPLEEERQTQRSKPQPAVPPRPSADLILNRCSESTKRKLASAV
# p97 inhibitor: inhibitors of human p97 ATPase, primary screen, biochemical. Transitional endoplasmic reticulum ATPase (Homo sapiens), P55072. recombinant p97 ATPase, Kinase-Glo ATP luminescence, 3 h. inhibition, % at 8 µM. actives 0.42% (n = 220,000). AID 1481, 2009; in the data active = inhibition above about 15%;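 note: 0% = DMSO vehicle and 100% = wells lacking enzyme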
# Runt-SMMHC FRET: inhibitors of RUNX1 Runt–CBFb-SMMHC binding, primary screen, biochemical, FRET, Cerulean-Runt, Venus-CBFb-SMMHC, uHTS | Cerulean-Runt/Venus-CBFb-SMMHC FRET ratio 530/480, 1 h | Runt-related transcription factor 1 (Homo sapiens) + Core-binding factor subunit beta … | inhibition, % at 20 µM | actives 0.74% (n = 220,000);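 active = mean inhibition across duplicate retests at 20 µM reaching about 50%, limit read from the data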;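 note: 0% = DMSO wells and 100% = wells with excess untagged CBFb-SMMHC; inhibitors lower the FRET ratio by blocking Runt binding to CBFb-SMMHC; some results filed as inactive read as strong as hits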
# Runt-CBFb FRET: inhibitors of RUNX1 Runt–CBFb binding, primary screen, biochemical, FRET, Cerulean-Runt, Venus-CBFb, uHTS. AID 1496, 2009. actives 0.46% (n = 220,000). Cerulean-Runt/Venus-CBFb FRET ratio 530/480, 1 h. inhibition, % at 20 µM. Runt-related transcription factor 1 (Homo sapiens) + Core-binding factor subunit beta …;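 active = inhibition over about 50% at 20 µM in the single-dose screen, limit read from the data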;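 note: 0% = DMSO wells and 100% = excess unlabeled CBFb competitor control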
#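 test system = Cerulean-tagged RUNX1 Runt domain (FRET donor) fusion protein | reagent = Venus-CBFb binding partner, 100 nM | incubation = protein complex preformed 1 h, compound exposure 1 h, room temperature, dark | detection = FRET fluorescence | read-out basis = loss of energy transfer signal | controls = 5 µM unlabeled CBFb as full-inhibition high control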
# Furin inhibitor: human furin inhibitors, primary screen, biochemical, fluorescence intensity. purified furin, fluorogenic substrate cleavage. inhibition, % at 30 µM. actives 0.061% (n = 220,000). AID 463115, 2010; in the data active = inhibition above about 25%; note: inactives centre near -15
# Calpain2 inh: inhibitors of pig calpain II, primary screen, biochemical, fluorogenic peptide substrate, 1536-well; inhibition, % at 16 µM; actives 0.37% (n = 220,000); purified calpain II, 30 min; AID 1236, 2008;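 active = inhibition above about 50%, limit read from the data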
# EBV gp42 block: Epstein-Barr virus gp42 inhibitors, primary screen, biochemical, uHTS, fluorescence polarization. Glycoprotein 42 (Epstein-Barr virus (strain AG876)), Q1HVG2. Fluorescence polarization binding assay, mP read-out. inhibition, % (tested at 21.74 µM). actives 0.42% (n = 220,000); in the data active = inhibition above about 50%
# Target sequence (Q1HVG2 whole entry, looked up): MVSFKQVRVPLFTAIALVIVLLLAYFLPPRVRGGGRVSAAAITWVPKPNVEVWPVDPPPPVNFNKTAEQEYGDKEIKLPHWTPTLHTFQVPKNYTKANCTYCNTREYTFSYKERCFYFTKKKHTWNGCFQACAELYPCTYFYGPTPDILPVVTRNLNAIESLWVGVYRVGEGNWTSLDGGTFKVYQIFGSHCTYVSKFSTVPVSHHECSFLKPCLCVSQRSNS
# Numbers without * were called inactive; · = not tested or not shown; [ ] = another dose, or the depositor's remark.
SMILES,TbHK1 inh,RBBP9 inhibitor,NCF1 inh,p97 inhibitor,Runt-SMMHC FRET,Runt-CBFb FRET,Furin inhibitor,Calpain2 inh,EBV gp42 block
COc1ccc(/C=N/NC(=O)Nc2cccc3nsnc23)c(OC)c1,-7,-4,-4,-9,2,-2,-9[20 µM],-201,-17
O=C(NCC1OCCc2ccccc21)c1ccco1 (stereo not given),4,-2,-9,2,1,-1,-17[20 µM],-35,-1
Cc1ccc(C(=O)OCC(=O)NCc2cccs2)cc1C,-3,-1,-185,4,0,-2,-18,11,-32
CCOC(=O)CN(C(=O)Cn1nnc2ccccc21)C(C(=O)NCCOC)c1ccccc1 (stereo not given),-3,-4,-7,5,0,-3,-4,-5,5
Cc1ccccc1Nc1nc(CSc2nnnn2-c2ccccc2)cs1,-5,-3,-49,3,5,15,-4[20 µM],-86,-18
COc1cccc(-c2nnc(SCC3CNC(=O)O3)n2-c2ccc(Cl)cc2)c1 (stereo not given),-2,-7,-4,4,2,0,-20,15,-10
CC(C)C(=O)N1CCN(c2ccc(NC(=O)c3cccs3)cc2)CC1,-8,-6,-10,1,3,2,-12[20 µM],-7,-22
CC(OC(=O)C1=COCCO1)C(=O)Nc1ccc(Oc2ccccc2)cc1 (stereo not given),-3,-4,-15,5,-7,2,-9[20 µM],13,-11
Cc1cc(C(F)(F)F)nn1CC(=O)Nc1cccnc1,-1,-2,-8,4,-5,0,-17,-11,-13
CC(=NCCc1ccccc1)C1=C(O)CSC1=O,1,-7,1,0,7,0,-26,-22,-5

# Part of the list above, showing only NCF1 inh, EBV gp42 block and RBBP9 inhibitor:
structure | NCF1 inh | EBV gp42 block | RBBP9 inhibitor
O=C(NCC1OCCc2ccccc21)c1ccco1 (stereo not given) | -9 | -1 | -2
Cc1ccc(C(=O)OCC(=O)NCc2cccs2)cc1C | -185 | -32 | -1

# Additional compounds
SMILES,TbHK1 inh,RBBP9 inhibitor,NCF1 inh,p97 inhibitor,Runt-SMMHC FRET,Runt-CBFb FRET,Furin inhibitor,Calpain2 inh,EBV gp42 block
Cc1ccc(NC(=O)c2ccc(OCC3CCCO3)cc2)cc1 (stereo not given),0,-5,-15,1,1,0,-29,0,-29
Cc1nc(SCC(=O)Nc2cc(C)on2)c2c(=O)n(C)c(=O)n(C)c2n1,-9,-2,-1,10,2,-1,-13,14,11
O=C(O)c1cccc(S(=O)(=O)NCCC(c2ccccc2)c2ccccc2)c1,-2,-9,-9,4,-4,-2,-14,-63,-5
CCCCNC(=O)CN1C(=O)NC2NC(=O)NC21 (stereo not given),-3,-9,-7,5,-10,1,-37,-15,-9
CC(OC(=O)c1snc(C(=O)NC2CCCCC2)c1N)C(=O)NC(C)(C)C (stereo not given),-13,-8,-3,3,5,-4,-29[20 µM],-178,-19
CCOC(=O)N1CCC(N2Cc3cccc(C(=O)Nc4ccc(CC)cc4)c3C2=O)CC1,-14,-13,-11,-8,-4,-10,4[20 µM],-36,8
CC1CCCC(NCC(O)COC(c2ccc(F)cc2)c2ccc(F)cc2)C1C (stereo not given),18,5,-6,15*,0,0,-24,-4,-8
O=C(CN1CCOCC1)Nc1nc(-c2ccc3c(c2)CCN3S(=O)(=O)c2ccccc2)cs1,-10,-7,-24,6,-4,-1,-11,-67,-16
NNC(=O)c1nnn(-c2nonc2N)c1CN1CCc2ccccc2C1,3,-9,-15,2,4,0,-24,-12,1
CC(=O)COc1ccccc1OC(=O)c1ccco1,-3,-19,1,-4,1,1,-11[20 µM],19,4
CC1=CCC2C(=O)N(c3ccc(C(=O)N4CCCCCC4)cc3)C(=O)C2C1 (stereo not given),0,-2,-7,0,-1,2,-4[20 µM],11,10
Cc1cccc(OCc2nnc(SCC(=O)N3CCN(C(=O)c4ccco4)CC3)n2C)c1C,5,-12,-7,-5,1,-1,-8,11,-5
O=C(O)c1ccccc1NCCO,-1,-5,-10,-2,-4,1,-28,-181,-12
Cc1ccc(C(=O)Nc2ccon2)cc1S(=O)(=O)N1CCCC1,0,-2,2,0,-2,-1,-23[20 µM],-4,3
CCCC(=O)Nc1ccc(C(=O)N/N=C/c2cccnc2)cc1,-12,9,-22,5,-3,3,-11[20 µM],-8,3
CCn1c(O)c(C=Nc2ccccc2)n(-c2ccccc2)c1=S,-7,-6,-7,1,-4,6,-13[20 µM],-19,-12
COc1ccc(-c2nn(-c3ccccc3)cc2/C=C/C(=O)NCCCn2ccnc2)cc1OC,-5,-9,-19,6,-3,-4,-23,-33,-9
CC(C)c1ccc(NC(=O)CCN2C(=O)c3ccc([N+](=O)[O-])cc3C2=O)cc1,-3,-3,-9,-7,-2,-2,-19,14,-5
CCCS(=O)(=O)N1CCN(C(=O)c2ccc(-c3ccccc3)cc2)CC1,-4,4,-2,0,-2,2,-8[20 µM],0,-4
COc1ccccc1NC(=O)CN1CCN(CC(=O)Nc2ccc(OCc3ccccc3)cc2)CC1,-10,-6,-15,-1,-6,-10,-27,-27,-8
O=C1CSC(c2ccccc2)N1Nc1nc(N2CCOCC2)nc(N2CCOCC2)n1 (stereo not given),-3,-2,5,1,-43,-10,-22,6,2
CCOC(=O)CN1CC23C=CC(O2)C(C(=O)Nc2ccc(C(C)=O)cc2)C3C1=O (stereo not given),-1,-1,-3,2,4,1,-21,-1,-25
COc1cccc(C(C(=O)Nc2ccc(F)cc2)N(C(=O)Cn2nnc3ccccc32)C2CC2)c1 (stereo not given),5,1,8,4,5,-1,0[20 µM],-11,4
Cc1ccc(N2CC(C(=O)N/N=C/c3sccc3C)CC2=O)cc1 (stereo not given),-15,-10,-9,2,0,-5,-16,0,-1
CC(=O)c1cccc(N(C(=O)CNC(=O)c2ccco2)C(C(=O)NC2CCCC2)c2ccc(C)o2)c1 (stereo not given),1,2,-9,-1,0,-1,-26,18,-15
CCOc1ccc(N(CC(=O)NCc2cccc(OC)c2)S(=O)(=O)c2c(C)noc2C)cc1,-7,-1,-13,-1,-3,-4,-6[20 µM],-16,-12
Cc1ccc(-c2[nH]c3cc(C(N)=O)ccc3c(=O)c2O)cc1,-24,·,-20,·,-92,-48,-25,-209,-14
CCOC(=O)C(c1ccccc1)C(Nc1ccc(Cl)c(Cl)c1)c1ccccn1 (stereo not given),-25,0,3,7,-7,3,-9,8,-8
O=c1c2cccnc2[nH]c(=S)n1CCCN1CCN(c2ccccc2F)CC1,-1,-10,-5,-5,-3,0,-3,-7,-21
COc1ccc(OC)c(-c2oc3ccccc3c(=O)c2O)c1,-22,-10,-4,5,-6,1,-23[20 µM],1,2
O=C1CC(c2ccco2)Sc2nc3ccccc3n21 (stereo not given),2,-5,-14,3,7,16,-20,7,-31
COCCNC(=O)C(c1ccc(C)o1)N(Cc1ccc(F)cc1)C(=O)Cn1nnc2ccccc21 (stereo not given),2,-7,-3,-4,6,-3,-13[20 µM],-2,-5
CCCNS(=O)(=O)c1ccc2c(c1)CCCN2C(C)=O,-8,-3,0,3,2,-2,-21,4,-1
CC(C)Oc1ccccc1C1Nc2ccccc2C(=O)N1c1ccc2c(c1)OCCO2 (stereo not given),-12,-4,-11,1,3,4,-9[20 µM],-479,-6
CCCC(C)NC(=O)/C=C/c1cccc([N+](=O)[O-])c1 (stereo not given),-3,-1,-7,2,5,2,-22[20 µM],7,-11
O=c1cc(CO)occ1OCc1cccc(F)c1,-3,8,-13,5,-5,-1,-4[20 µM],-6,-13
Cc1cccc2cc(COC(=O)c3cccs3)c(=O)[nH]c12,-9,3,4,2,0,-3,-8,1,-4
CCCCn1c(-c2cc(Cl)ccc2OC)n[nH]c1=S,3,-7,0,1,18,8,-23[20 µM],-20,-13
CCc1cccc(OCCCCNCCO)c1,-4,-1,-7,0,-1,1,-17[20 µM],28,-6
O=C(CCCSc1nc2ccccc2[nH]1)NC(c1ccccc1)c1ccccc1,8,-9,2,8,0,2,-20,7,-5

# p97 inhibitor, entries above that show a hit.
SMILES,TbHK1 inh,RBBP9 inhibitor,NCF1 inh,p97 inhibitor,Runt-SMMHC FRET,Runt-CBFb FRET,Furin inhibitor,Calpain2 inh,EBV gp42 block
CC1CCCC(NCC(O)COC(c2ccc(F)cc2)c2ccc(F)cc2)C1C (stereo not given),18,5,-6,15*,0,0,-24,-4,-8

# Additional structures follow:
SMILES,TbHK1 inh,RBBP9 inhibitor,NCF1 inh,p97 inhibitor,Runt-SMMHC FRET,Runt-CBFb FRET,Furin inhibitor,Calpain2 inh,EBV gp42 block
O=C(CNC(=O)c1cccc(F)c1)N/N=C/c1ccc(O)c([N+](=O)[O-])c1,-16,-6,-11,-3,0,-2,-12,33,15
C/C(=N/O)c1c(O)c(C)c(-c2ccccc2)n(-c2ccccc2)c1=O,11,-3,-19,-2,1,-2,-18,26,-6
Cc1cc(Cl)ccc1NC(=O)CN1CCC(C(O)(c2ccccc2)c2ccccc2)CC1,-4,-18,-12,0,2,·,-17[20 µM],-7,-20
C#CCNC(=O)C1=C[C@H](C2CCCCC2)C[C@H](OCc2ccc(CO)cc2)O1,0,-6,-18,-1,-1,-2,-1,6,-6
Cc1cccc(OCCCC(=O)NCCc2ccccc2)c1,-4,1,-1,-1,-4,-6,-17,-9,-7
COCc1cc(C)nc(SCC[N+](C)(C)CC(=O)Nc2cccc(C)c2)c1C#N,11,0,-1,5,-2,2,-27,-23,-12
Cc1ccc(COC(=O)CCc2nc3ccccc3c(=O)[nH]2)cc1,1,-9,5,-5,2,-2,-5,28,-15
O=C(/C=C/c1cccc(F)c1)Nc1nccs1,-16,-3,-15,4,-2,0,-22,-3,0
Cc1nc2ccccn2c1/C(O)=C1\C(=O)C(=O)N(CCN2CCOCC2)C1c1cccs1 (stereo not given),-22,-5,-16,-4,3,3,0,-29,-10
Cc1c(/C=N/NC(N)=O)c2ccccn2c1C(=O)c1ccc(F)cc1,1,-5,-3,3,0,-7,0,15,-9
CCOC(=O)c1c(NC(=S)N2CCOCC2)sc2c1CCN(C(=O)OCC)C2,-19,-6,-6,-5,-4,0,-17,-8,-7
Cc1ccc2oc(-c3ccc(NC(=O)CC(C)C)cc3)nc2c1,-5,-8,-2,-1,-2,-4,-20,-25,-11
C=CCNCC#CCOc1ccc(OC)cc1,-3,2,4,4,1,1,-14[20 µM],16,3

# In another format: entries from further up.
TbHK1 inh | RBBP9 inhibitor | NCF1 inh | p97 inhibitor | Runt-SMMHC FRET | Runt-CBFb FRET | Furin inhibitor | Calpain2 inh | EBV gp42 block | SMILES
1 | -7 | 1 | 0 | 7 | 0 | -26 | -22 | -5 | CC(=NCCc1ccccc1)C1=C(O)CSC1=O
0 | -2 | -7 | 0 | -1 | 2 | -4[20 µM] | 11 | 10 | CC1=CCC2C(=O)N(c3ccc(C(=O)N4CCCCCC4)cc3)C(=O)C2C1 (stereo not given)
5 | -12 | -7 | -5 | 1 | -1 | -8 | 11 | -5 | Cc1cccc(OCc2nnc(SCC(=O)N3CCN(C(=O)c4ccco4)CC3)n2C)c1C
